Source: PubChem BioAssay
PNC inhibitor = inhibitors of perinucleolar compartment assembly; PC3M PTB-GFP, PNC prevalence imaging, 16 h; active compounds read low; activity change (PNC), negative = inhibition, % at 10 µM; 3.1% of 140,000 active; AID 2417;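 active = readout at or below -70, meaning at least 70% loss of cells showing the perinucleolar compartment, a nuclear body marking cancer cells; inconclusive = readout between -30 and a set limit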;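 also: plate controls were DMSO wells for no effect and camptothecin positive control wells for full effect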
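PC3M cells stably expressing PTB-GFP, 750–1000 cells/well, treated 16 h at 37 °C with compound (23 nl of library stock), in duplicate. After paraformaldehyde fixation and Hoechst stain, imaged at 20x; PNC prevalence scored by image analysis.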
IMPase cell inh = cell-permeable inhibitors of inositol monophosphatase (IMPase). P97697. inhibition (IP1 accumulation), % at 46.1 µM. CHO-M1 cells, IP1 accumulation, HTRF TR-FRET ratio. AID 901. 120,000 tested, under 10 active; active = well fitted curve in the direction sought with a large enough effect in the signal ratio, not every such curve was filed as active; inconclusive = small, poorly fitted or top-dose-only effect, or a change in a side signal; inactive = no such curve, though single readings can be large or run the other way; the % refers to the signal ratio;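 also: cells stimulated with carbachol in lithium chloride buffer; plate controls were DMSO basal wells for no effect and reference inhibitor wells for full effect; higher means more IMPase inhibition seen as more IP1 and lower FRET ratio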
Target sequence (P97697 whole entry, looked up): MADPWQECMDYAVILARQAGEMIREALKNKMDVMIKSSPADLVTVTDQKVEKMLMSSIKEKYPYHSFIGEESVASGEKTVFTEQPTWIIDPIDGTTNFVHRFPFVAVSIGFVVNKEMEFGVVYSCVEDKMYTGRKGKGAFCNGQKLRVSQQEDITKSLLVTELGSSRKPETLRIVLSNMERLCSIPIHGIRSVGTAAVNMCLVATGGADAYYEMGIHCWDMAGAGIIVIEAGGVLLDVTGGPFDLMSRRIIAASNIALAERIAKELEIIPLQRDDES
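Cellular IMPase inhibition is scored as a rise in cytosolic IP1, detected by competitive TR-FRET between d2-labelled IP1 and a europium anti-IP1 antibody. M1-expressing CHO cells were stimulated with carbachol for 30 min at 37C, with lithium (50 mM LiCl) present in the buffer.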
15-hLO-2 inh = inhibitors of human 15-lipoxygenase 2 (ALOX15B). O15296. purified 15hLO-2, xylenol orange hydroperoxide absorbance. Potency, µM (series often up to 57.1 µM), for the others: at the highest dose activity change, negative = inhibition, usual class: inhibitors. 0.56% of 110,000 active. AID 881; also: potency is read from the fitted curve at half-maximal effect; nearly all actives have a fitted effect of over 60% in size; many of its hits are not listed in these tables
Target sequence (O15296 whole entry, looked up): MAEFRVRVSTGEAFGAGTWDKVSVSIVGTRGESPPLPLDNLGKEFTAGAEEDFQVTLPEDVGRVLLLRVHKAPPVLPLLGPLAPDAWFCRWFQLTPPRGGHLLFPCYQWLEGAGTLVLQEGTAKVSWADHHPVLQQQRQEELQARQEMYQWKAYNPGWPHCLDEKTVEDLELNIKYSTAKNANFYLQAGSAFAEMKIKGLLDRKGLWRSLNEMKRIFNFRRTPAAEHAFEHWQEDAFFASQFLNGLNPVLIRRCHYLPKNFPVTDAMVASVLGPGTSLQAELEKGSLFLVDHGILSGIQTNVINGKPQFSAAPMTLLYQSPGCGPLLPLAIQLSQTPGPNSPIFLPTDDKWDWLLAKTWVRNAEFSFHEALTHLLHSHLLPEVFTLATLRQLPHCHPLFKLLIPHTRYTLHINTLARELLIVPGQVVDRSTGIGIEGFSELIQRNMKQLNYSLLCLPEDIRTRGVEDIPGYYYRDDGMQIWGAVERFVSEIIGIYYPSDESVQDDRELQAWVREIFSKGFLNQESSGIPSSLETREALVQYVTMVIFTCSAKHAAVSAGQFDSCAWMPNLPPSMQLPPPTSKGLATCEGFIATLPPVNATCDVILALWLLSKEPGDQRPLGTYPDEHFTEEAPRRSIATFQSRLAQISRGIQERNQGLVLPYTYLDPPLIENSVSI
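Purified human 15hLO-2 (50 nM) preincubated 15 min with compound, then 45 uM arachidonic acid for 90 min at RT in 25 mM Hepes pH 7.5, 0.01% Triton X-100. Hydroperoxide detected by Fe-xylenol orange; 573/405 nm absorbance ratio.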
12-hLO inh = blocks human 12-lipoxygenase activity; purified 12-hLO, xylenol orange hydroperoxide absorbance; AID 1452; P18054; Potency, µM (series often up to 57.1 µM), for the others: at the top dose activity change, negative = inhibition, hits mostly inhibitors; 0.12% of 150,000 active; also: potency is read from the fitted curve at half-maximal effect; nearly all actives have a fitted effect of over 55% in size; many of its hits are not listed in these tables
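Purified human 12hLO (150 nM), preincubated 15 min with compound, then 40 uM arachidonic acid for 30 min, room temperature, Hepes pH 7.0 with 0.01% Triton X-100. Hydroperoxide detected by ferrous iron/xylenol orange; 573/405 nm absorbance ratio gives reaction progress.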
* = called active by the depositor; u = inconclusive; x = no result given; [ ] = another dose, or the depositor's remark. Unless noted, calls follow the shape of the dose curve; as a rule, active = well fitted curve in the direction sought with a large enough effect; inconclusive = small, poorly fitted or top-dose-only effect, or another doubt; inactive = no such curve, though single readings can be large; an effect the other way counts as inactive or inconclusive. Unless noted, % is scaled to controls: 0 for no effect and ±100 for the full control effect. An excerpt. The share of hits here may be higher or lower than overall.

15-hLO-2 inh | IMPase cell inh | 12-hLO inh | PNC inhibitor | structure
x | x | -2% | 62 | CC(C)N1C(=O)CCC1C(=O)N1CCN(c2ccccn2)CC1 (stereo not drawn)
x | 4 | 2% | u | CCC12C(=O)C(CC)(C(c3ccccc3)=C1c1ccccc1)[C@@H]1C(=O)N(c3ccc(C)cc3)C(=O)C12 (stereo partly drawn)
x | x | 3% | u | COc1ccc(/C=C/C=N/NC(=O)COc2ccc(OC)cc2)cc1
x | x | 19% | u | CC(OC(=O)c1ccc2c(=O)n3c(nc2c1)CCCCC3)C(=O)Nc1ccc(F)cc1Cl (stereo not drawn)
x | 14 | u | -9 | Cc1ccccc1N1C(S)=C(C#N)C(=O)NC12CCCCC2
22% | 8 | -9% | -25 | CCOC(=O)C1=C(N)OC2=C(C(=O)CCC2)C1c1ccco1 (stereo not drawn)
-1% | 7 | -8% | u | N/C(Cc1ccc([N+](=O)[O-])cc1)=N\OC(=O)c1ccc([N+](=O)[O-])cc1
0% | x | 7% | x | COc1ccc(C2OC3C(CO)OC(n4cnc5c(=O)[nH]c(N)nc54)C3O2)cc1 (stereo not drawn)
-4% | 3 | -5% | -23 | COC(=O)CN1C(=O)C2(OCCCO2)c2ccccc21
-8% | 9 | -4% | 5 | CCCC(=O)O[C@@H]1C[C@@H](C)N(C(=O)c2ccccc2)c2ccc(C)cc21
0% | -7 | -2% | 23 | CCS(=O)(=O)N1CCC(NC(=O)c2ccco2)CC1
10% | 3 | 1% | -21 | COc1ccc(OCC(=O)Nc2sc3c(c2C(=O)NCC2CCCO2)CCC3)cc1 (stereo not drawn)
x | 1 | -1% | 26 | Cc1cc(C)c2nc(NC(=O)c3ccc4c(c3)OCO4)sc2c1
x | x | 0% | -14 | CCC(C)NC(=O)CCc1nc2ccccc2n1-c1ccccc1 (stereo not drawn)
6% | 4 | 0% | 33 | CC(C)C(NC(=O)C12CC3CC(CC(C3)C1)C2)C(=O)NC1=NCCS1 (stereo not drawn)
-9% | -8 | -5% | -24 | COc1ccc(NC(=O)ON=C2c3ccccc3-c3ccccc32)cc1
-3% | -4 | 5% | 40 | CCCSC1=C(C#N)C(c2ccccc2C)C(C(=O)OC)C(=O)N1 (stereo not drawn)
-15% | -2 | -1% | u | O=C(O)c1cccc2[nH]c(C(F)(F)F)nc12
5% | -1 | -2% | 12 | Cn1c(SCC(=O)N/N=C/c2cccs2)nc2ccccc21
42%[activator] | 1 | -7% | x | O=[N+]([O-])c1ccc(-c2nc(-c3ccc(F)cc3)c(-c3ccncc3)[nH]2)cc1
x | -4 | -2% | 1 | N#CCc1ccc(NS(=O)(=O)c2ccc(N3CCCC3=O)cc2)cc1
-2% | 6 | -8% | -3 | Cc1ccc(CSCC(=O)Nc2ccc3c(c2)OCO3)cc1
-27% | u | -20% | u | Cc1nc(C)c(C(=O)Nc2nc3c(C)cccc3s2)o1
0% | -2 | -4% | 35 | COc1cccc(/C=N/N2C(=O)NC3(CCCCC3)C2=O)c1O
x | 8 | -3% | 34 | Clc1ccc(C(c2nnnn2C2CCCC2)N2CCN(Cc3ccncc3)CC2)cc1 (stereo not drawn)
14% | -12 | -16% | -8 | NC(=O)c1cc(Br)cc2c3c([nH]c12)CCCC3
16% | 7 | 1% | -13 | O=C(Cc1ncn[nH]1)NCCc1ccccc1
x | x | -4% | u | CCOc1ccc(-n2c(SCC(=O)Nc3cc(OC)c([N+](=O)[O-])cc3C)nc3ccccc32)cc1
-17% | 5 | -1% | u | COc1ccc(NCc2nnc(SCC(=O)c3ccc(OC)cc3)o2)cc1
x | 2 | 1% | u | N=c1c2c(-c3ccccc3)c(-c3ccccc3)n(Cc3ccco3)c2ncn1CCO
2% | 2 | 5% | 19 | CCC(CC)c1nnc(NC(=O)c2nc3nc(C)cc(C)n3n2)s1
3% | 14 | 7% | 18 | COc1ccc(CN2c3cc(S(=O)(=O)N4CCOCC4)ccc3N3CCCC32)cc1 (stereo not drawn)
3% | 1 | -12% | 5 | Cc1ccc(-c2csc(-c3c[nH]c4ccccc34)n2)cc1
22% | -1 | -1% | 22 | COc1ccc2[nH]c(=O)c(CNC3CCCCC3)cc2c1
x | -14 | -29% | 11 | CCOC(=O)c1sc(Nc2nc3ccc(OC)cc3s2)cc1C
-7% | 2 | -4% | -19 | C=CCn1c(-c2cccn(Cc3cccc(Cl)c3)c2=O)n[nH]c1=S
-2% | 1 | -5% | -101* | COc1ccc(CN(C(=O)c2snc(C(N)=O)c2N)C(C(=O)NC(C)(C)C)c2ccco2)cc1 (stereo not drawn)
-6% | -6 | -5% | 18 | CC(C)Cn1nc(NC(=O)C(C)(C)C)c2cc3ccccc3nc21
7% | 5 | -27% | 23 | CC(C)(C)C(=O)NC(Nc1cccc2cccnc12)C(Cl)(Cl)Cl (stereo not drawn)
-1% | 7 | -9% | -6 | CCOC(=O)c1cc(-c2ccccc2)n(CC(=O)N2CCCC2)c1C
4% | 0 | -11% | u | O=C(Nc1cccnc1)Nc1ccc(Br)cc1Cl
x | x | 1% | 43 | COC(=O)c1ccccc1NC(=O)Nc1nnc(N2CCCCC2C)s1 (stereo not drawn)
-14% | 1 | 2% | -7 | CC1C(c2ccccc2)=[N+]([O-])C2(CCCC2)N1O (stereo not drawn)
u | 2 | -4% | 1 | COCc1cc(C)nc2sc3c(=O)n(-c4cccc5ccccc45)nnc3c12
-1% | -6 | 0% | 10 | CC1(C)OC(C(N)=O)C(C(N)=O)O1 (stereo not drawn)
3% | 4 | 0% | 24 | COc1cccc(C(=O)NCc2ccccc2OC)c1
x | x | -27% | -13 | C/C(=N\NC(=S)NC(C)C)c1cccc([N+](=O)[O-])c1
11% | 1 | 4% | -18 | CCOc1ccc(C2CC(c3cccc(OC)c3)Nc3nc(N)nn32)cc1 (stereo not drawn)
-22% | 3 | -8% | -2 | O=c1cc(C(F)(F)F)c2sc(N3CCCCC3)nc2[nH]1
x | x | -2% | u | O=C(Nc1c(C(=O)c2ccccc2)oc2ccccc12)c1cc(-c2ccccc2O)n[nH]1
15% | 5 | 5% | 8 | Cc1ccc(OCCCNCCO)c(Br)c1
-5% | -13 | 1% | -23 | CC(C)=CC(=O)Nc1nnc(-c2ccccc2)s1
-5% | -4 | 3% | 22 | Cc1ccc(C(=O)Nc2ccon2)cc1S(=O)(=O)N1CCOCC1
5% | 3 | -1% | -26 | O=C(Cc1ccccc1)N1CCc2ccccc21
0% | 1 | -12% | 15 | C/C(Cn1nnc([N+](=O)[O-])n1)=N\NC(=O)c1ccc(Cl)c(Cl)c1
-5% | -23 | -8% | 30 | O=C(Cc1c(C(=O)O)[nH]c2ccccc12)NCCN1CCN(c2cccc(Cl)c2)CC1
19% | 10 | -2% | 44 | O=C(O)c1cccc(N2CCCC2)c1
-1% | 0 | 0% | 7 | CCOc1ccc(S(=O)(=O)N(CC(=O)O)c2ccc(C)cc2)cc1
-9% | -1 | 1% | -12 | CC(C)c1ccc(-c2nnn(CCC(=O)O)n2)cc1
x | x | -2% | 27 | O=S(=O)(NC1c2cccc3cccc(c23)C1Sc1ncccn1)c1ccc(Cl)cc1 (stereo not drawn)

(listing goes on)
15-hLO-2 inh | IMPase cell inh | 12-hLO inh | PNC inhibitor | structure
x | 0 | 2% | -25 | Cc1ccc(-c2nn(-c3ccccc3)cc2C(=O)Nc2ccc(C)c(S(=O)(=O)N3CCOCC3)c2)cc1
x | 0 | -3% | 10 | CCCCC1(O)CC(C(F)(F)F)=NN1C(=O)COc1ccccc1 (stereo not drawn)
-4% | 7 | -1% | u | COc1ccc(-n2c(CNC(=O)c3ccc(S(=O)(=O)N4CCCC4)cc3)n[nH]c2=S)cc1
-15% | x | 1% | x | COc1ccc(-n2c(=O)c(C)nc3cnc(Nc4ccccc4)nc32)cc1
-1% | 9 | -5% | -17 | Cc1c(C(=O)NC2CCCCC2)oc2c1C(=O)CC(C)(C)C2
-2% | 15 | -1% | 5 | O=Cc1c(N2CCN(c3cccc(Cl)c3)CC2)nc2ccccn2c1=O
x | 2 | -2% | 5 | CC(=O)CSc1nc2ccccc2o1
x | 1 | -5% | 12 | Cc1cc(C)n(CCC(=O)N/N=C/c2ccccc2O)n1
x | x | 0% | 16 | Cc1cc(C(C)(C)C)cc(C)c1N
x | x | u | 16 | CNC(=S)N/N=C/c1cn(CCOc2cccc(OC)c2)c2ccccc12
0% | 4 | -9% | u | COC(=O)c1c(NC(=O)Cn2nc(C(F)F)cc2C(F)F)sc(C)c1C
0% | 4 | -6% | 12 | CSC(=NS(=O)(=O)c1ccc(C)cc1)SC

Another view of 4 compounds above:
> Cc1ccc(-c2nn(-c3ccccc3)cc2C(=O)Nc2ccc(C)c(S(=O)(=O)N3CCOCC3)c2)cc1
- 15-hLO-2 inh: x
- IMPase cell inh: 0
- 12-hLO inh: 2%
- PNC inhibitor: -25

> CCCCC1(O)CC(C(F)(F)F)=NN1C(=O)COc1ccccc1 (stereo not drawn)
- 15-hLO-2 inh: x
- IMPase cell inh: 0
- 12-hLO inh: -3%
- PNC inhibitor: 10

> COc1ccc(-n2c(CNC(=O)c3ccc(S(=O)(=O)N4CCCC4)cc3)n[nH]c2=S)cc1
- 15-hLO-2 inh: -4%
- IMPase cell inh: 7
- 12-hLO inh: -1%
- PNC inhibitor: u

> COc1ccc(-n2c(=O)c(C)nc3cnc(Nc4ccccc4)nc32)cc1
- 15-hLO-2 inh: -15%
- IMPase cell inh: x
- 12-hLO inh: 1%
- PNC inhibitor: x

Next section:
15-hLO-2 inh | IMPase cell inh | 12-hLO inh | PNC inhibitor | structure
-5% | -3 | 6% | -7 | Cn1c(SCC(=O)NC2CCCCCC2)nnc1-c1cccs1
-1% | 5 | 5% | 3 | Nc1nc(-c2ccccc2)nn1C(=O)Cc1ccccc1
1% | 9 | 2% | -28 | O=C(O)c1ncc(-c2ccccc2)cn1
8% | -22 | -21% | 44 | CC1CCc2cc(F)cc3c(O)c(C(=O)NCC4CCCO4)c(=O)n1c23 (stereo not drawn)
-14% | -7 | -6% | -106* | COc1ccc(N2CCN(C(=S)Nc3cc(C)cc(C)c3)CC2)cc1
x | 2 | -19% | -23 | COC(=O)C(NC(=O)c1ccc(F)cc1)(Nc1ncc(S(=O)(=O)c2ccc([N+](=O)[O-])cc2)s1)C(F)(F)F (stereo not drawn)
-1% | -5 | -7% | -30 | O=C(CCC1CCCCC1)Nc1cccnc1
-3% | -3 | -3% | 4 | O=S(=O)(NC1CCCCCC1)c1cccc2cccnc12
-3% | -15 | -10% | u | CC(=O)c1cc2cc(O)ccc2o1
x | x | -3% | 43 | Cc1ccc([N+](=O)[O-])cc1-c1ccc(/C=C(\C#N)c2[nH]nc(N)c2C#N)o1
-9% | 10 | -1% | 0 | NC(=O)c1cccn1Cc1ccccc1Cl
x | u | 2% | 365 | O=C(CSc1nc2ccccc2c(=O)[nH]1)c1ccccc1
u | 1 | -12% | -15 | C/C(=C\C(=O)c1ccc(C)cc1)Nc1ccc(N2CCOCC2)cc1
11% | 16 | -6% | -29 | Cc1cc(NCC2CCCO2)n2c(nc3ccccc32)c1C#N (stereo not drawn)
-2% | -1 | -8% | 26 | Cn1nnc2c(N3CCCCC3)nccc21
-6% | 20 | -6% | 2 | O=C(NC12CC3CC(CC(C3)C1)C2)N1CC2Cc3cccc(=O)n3C(C2)C1 (stereo not drawn)
-6% | 18 | -11% | -27 | CC(C)NC(=O)c1c(O)c2ccccc2[nH]c1=O
1% | 1 | 1% | 11 | Cc1nc2ccc(NC(=O)Cn3cnc4c3c(=O)n(C)c(=O)n4C)cc2s1
26% | -9 | -1% | 11 | CC1CCc2sc(C(=O)Nc3nnc(SCc4ccc(F)cc4)s3)cc2C1 (stereo not drawn)
0% | 5 | 0% | 21 | O=C(C1CC(c2ccccc2O)=NO1)N1CCc2ccccc2C1 (stereo not drawn)
-16% | 5 | 2% | -8 | COc1ccc(NC(C)=O)cc1NC(=O)CN1CCN(CC(=O)Nc2ccccc2Cl)CC1
